# PTAP TSG101 blk – qHTS Assay for Iinhibitors of HIV-1 Budding by Blocking the Interaction of PTAP/TSG101; Tumor susceptibility gene 101 protein (Homo sapiens), Q99816; Fluorescence polarization, FITC-PTAP peptide / Tsg101 binding; Potency, µM (titrated, usually from 115 µM), for the others: at the highest dose activity change, negative = inhibition, usual class: inhibitors; 340,000 tested, under 10 active; AID 493005, 2010; active = well fitted inhibition curve with a large enough effect in the main read-out, with a control signal flat, not every such curve was filed as active; inconclusive = small, poorly fitted or top-dose-only effect, or effect the other way, or a change in a side signal; inactive = no such curve, though single readings can be large or run the other way; note: potency is the fitted concentration of half-maximal effect; % of control where 0% means no effect
#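 Compounds were pin-transferred onto Tsg101 binding domain (10 uM final) in HEPES pH 7.5 buffer, then FITC-PTAP peptide was added at 50 nM final. After 20 min at RT, polarization reported peptide displacement across a qHTS concentration series.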
# Tb PFK inh – qHTS Assay to Find Inhibitors of T. brucei phosphofructokinase | ATP-dependent 6-phosphofructokinase (Trypanosoma brucei brucei), O15648 | T. brucei PFK, ADP-Glo luminescence | Potency, µM (top dose mostly 57.5 µM), for inactives: at the top dose activity, negative = inhibition, most hits filed as inhibitors | hit rate 0.17% among 330,000;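 note: potency is the fitted concentration of half-maximal effect; 0% = uninhibited 1x PFK enzyme wells and -100% = no-enzyme wells; nearly all actives have a fitted effect of over 60% in size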
#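 PFK 1.25 nM, F6P 0.5 mM, ATP 0.1 mM, 0.1 M TEA pH 8.0, 5 mM MgCl2, 0.01% Tween20, 0.1% BSA; 45 min RT. ADP-Glo readout. qHTS titration up to 57 uM; curves fitted, compounds curve-classed.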
# GALK inh – qHTS Assay for Inhibitors of Human Galactokinase (GALK); P51570; Purified GALK, Kinase-Glo residual ATP luminescence; Potency, µM (doses to about 57.5 µM), for inactives: at the top dose activity change, negative = inhibition, most hits filed as inhibitors; hit rate 0.007% among 270,000; note: potency is the fitted concentration of half-maximal effect; % is set by controls: 0 for no effect and ±100 for the full control effect
#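 Luminescence from leftover ATP (Ultra-Glo luciferase/luciferin) served as read-out after a 1 h room-temperature reaction of 5 nM GALK with 35 uM ATP and 100 uM galactose.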
# PKM2 act – qHTS Assay for Activators of Human Muscle isoform 2 Pyruvate Kinase; Pyruvate kinase PKM (Homo sapiens), P14618; Potency, µM (highest dose often 57.5 µM), for inactives: at the top dose activation, hits mostly activators; hit rate 0.34% among 260,000; AID 1631, 2009; purified PKM2, Kinase-Glo ATP luminescence, activation; response scale: 0% is enzyme alone, no compound; note: potency is the fitted concentration of half-maximal effect; % is set by controls: 0 for no effect and ±100 for the full control effect; nearly all actives have a fitted effect of over 55% in size
# Target sequence (P14618 whole entry, looked up, canonical isoform): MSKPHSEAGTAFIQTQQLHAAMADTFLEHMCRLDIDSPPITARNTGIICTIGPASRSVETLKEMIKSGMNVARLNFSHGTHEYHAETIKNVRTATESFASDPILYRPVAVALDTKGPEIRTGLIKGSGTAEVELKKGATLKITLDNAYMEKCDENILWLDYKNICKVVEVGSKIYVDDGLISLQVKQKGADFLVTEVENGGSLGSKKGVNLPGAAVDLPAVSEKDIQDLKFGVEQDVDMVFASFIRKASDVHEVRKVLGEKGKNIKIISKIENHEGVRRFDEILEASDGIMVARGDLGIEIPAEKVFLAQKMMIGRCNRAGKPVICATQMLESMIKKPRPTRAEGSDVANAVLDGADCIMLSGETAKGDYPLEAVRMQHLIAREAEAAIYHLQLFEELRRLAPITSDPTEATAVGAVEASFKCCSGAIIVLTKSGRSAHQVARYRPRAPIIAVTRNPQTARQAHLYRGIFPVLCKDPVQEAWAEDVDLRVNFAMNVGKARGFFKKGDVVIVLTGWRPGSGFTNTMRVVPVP
#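 ATP formation by purified human PK-M2, quantified via coupled luciferase luminescence after 1 h at room temperature with 0.1 mM ADP and 0.5 mM PEP final.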
# Menin-MLL TR inh – qHTS Assay for Inhibitors Targeting the Menin-MLL Interaction in MLL Related Leukemias: Competition With Texas Red Labeled MLL-derived Mutant Peptide. O00255. Menin + Texas Red MLL mutant peptide, fluorescence polarization. Potency, µM (highest dose often 61.6 µM), without a hit: top-dose FP activity change, negative = inhibition, usual class: inhibitors. hit rate 0.23% among 270,000; active = well fitted inhibition curve with a large enough effect in the polarisation, with a control signal flat, not every such curve was filed as active; inconclusive = small, poorly fitted or top-dose-only effect, or effect the other way, or a change in a side signal; inactive = no such curve, though single readings can be large or run the other way; the % refers to the polarisation; note: potency is the fitted concentration of half-maximal effect; % of control where 0% means no effect; many of its hits are not listed in these tables
# a7 integrin act – qHTS for Activators of Integrin-Mediated Alleviation for Muscular Dystrophy; Potency, µM (titrated, usually from 38.3 µM), inactives show at the highest dose activation, hits mostly activators; hit rate 0.064% among 350,000; alpha7betagal myoblasts, beta-gal FDG fluorescence, 48 h;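 note: potency is the fitted concentration of half-maximal effect; 100% = response of the positive control SU9516; nearly all actives have a fitted effect of over 60% in size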
#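 alpha7betagal+/- myoblasts (passage 13, 250/well) treated 48 h at 37C with compounds at 1:260 dilution of DMSO stock. Lysed, then beta-galactosidase activity read as FDG fluorescence (ex 480/em 540) after 30 min, with pre-read for autofluorescence.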
# B2AR arrestin – qHTS assay of beta-arrestin-biased ligands of beta2-adrenergic receptor; Beta-2 adrenergic receptor (Homo sapiens), P07550; beta-arrestin recruitment to beta2AR, cell-based reporter; hit rate 0.02% among 330,000; Potency, µM (doses to about 46.1 µM), for the others: at the top dose activation, usual class: activators;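 note: potency is the fitted concentration of half-maximal effect; 0% = DMSO controls and full agonism = EC100 isoproterenol or metaproterenol; nearly all actives have a fitted effect of over 65% in size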
# S-ASM inh – Inhibitors of Secretory Acid Sphingomyelinase (S-ASM): qHTS; Sphingomyelin phosphodiesterase (Homo sapiens), P17405; Potency, µM (highest dose often 57.5 µM), inactives show at the highest dose activity change, negative = inhibition, actives largely listed as inhibitors; placental ASM, HMU-PC fluorogenic substrate, 60 min; hit rate 0.006% among 340,000; note: potency is the fitted concentration of half-maximal effect
# Target sequence (P17405 47-631 limits assumed): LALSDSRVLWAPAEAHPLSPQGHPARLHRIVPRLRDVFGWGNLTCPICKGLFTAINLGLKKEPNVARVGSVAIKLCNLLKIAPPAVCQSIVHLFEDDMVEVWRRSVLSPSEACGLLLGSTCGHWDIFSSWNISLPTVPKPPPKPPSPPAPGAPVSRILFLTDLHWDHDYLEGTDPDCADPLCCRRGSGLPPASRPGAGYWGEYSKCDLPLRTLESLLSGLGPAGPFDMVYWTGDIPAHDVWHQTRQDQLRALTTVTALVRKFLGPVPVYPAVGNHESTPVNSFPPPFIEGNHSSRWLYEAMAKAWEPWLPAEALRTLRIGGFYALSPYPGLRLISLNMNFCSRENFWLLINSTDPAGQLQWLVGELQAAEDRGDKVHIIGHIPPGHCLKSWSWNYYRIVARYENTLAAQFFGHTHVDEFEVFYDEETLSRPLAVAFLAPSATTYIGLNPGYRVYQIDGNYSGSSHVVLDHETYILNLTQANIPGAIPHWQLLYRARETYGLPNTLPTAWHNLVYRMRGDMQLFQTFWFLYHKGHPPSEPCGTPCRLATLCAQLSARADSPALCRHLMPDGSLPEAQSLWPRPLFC
#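 HMU-PC0 cleavage (9 uM final) by human placental ASM, 60 min at 37 °C following 10 min compound exposure at RT; stopped at pH 10, fluorescence Ex 386/Em 447 nm.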
# FBPA coupling cs – qHTS Assay for Inhibitors of Fructose-1,6-bisphosphate Aldolase from Giardia Lamblia: Coupling assay counterscreen; coupling enzyme system counterscreen, AmpLite Red fluorescence; activity change, negative = inhibition, % at 58.2 µM, hits read low; hit rate 0.67% among 290,000; in the data active = activity change below about -30%; note: % is set by controls: 0 for no effect and ±100 for the full control effect
#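 Coupling enzymes only (glyceraldehyde-3-phosphate) + compound, at 57.5 uM final, 10 min RT; add substrate/coupling/AmpLite Red mix, 20 min RT; fluorescence ex 525/em 598 nm. Actives flag coupling-system interference.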
# Giardia kill – Small Molecules that selectively kill Giardia lamblia: qHTS; Giardia lamblia trophozoite viability; hit rate 0.15% among 340,000; activity change, % at 7.66 µM, hits read low; AID 540267, 2011; in the data active = activity change below about -80%; inconclusive = between about -30% and that limit;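 note: parasites exposed to compound for two days anaerobically before the ATP read; % is set by controls: 0 for no effect and ±100 for the full control effect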
#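 Luminescent ATP signal served as the viability read-out, measured 15-30 min after adding ATP detection reagent to trophozoites that had been incubated with compounds for 48 hrs at 37 deg C anaerobically at 100 cells/well.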
# Chronic BCR inh – qHTS Assay to Find Inhibitors of Chronic Active B-Cell Receptor Signaling | ABC-DLBCL IkBa-CBG/CBR reporter, luminescence ratio, 4 h | Potency, µM (series often up to 46.1 µM), without a hit: at the top dose ratio change, negative = lower green/red ratio, actives largely listed as inhibitors | hit rate 0.05% among 340,000 | AID 493014, 2011; active = well fitted inhibition curve with a large enough effect in the signal ratio, with a control signal flat, not every such curve was filed as active; inconclusive = small, poorly fitted or top-dose-only effect, or effect the other way, or a change in a side signal; the % refers to the signal ratio;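 note: potency is the fitted concentration of half-maximal effect; plate controls were basal doxycycline-induced cells for no effect and cells given 10 µM MG132 for full effect; MG132 reads +100%, hits lower the ratio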
#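 Compounds up to 46 uM were incubated four hours with TMD8 cells whose green CBG68 luciferase is fused to IkappaBalpha; red CBR luminescence normalised the signal, and concentration-effect curves were fitted to fusion, red and ratio data.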
# Numbers without * were called inactive; ? = inconclusive; nt = no result given; [ ] = remark or other dose. Unless noted, calls come from the whole dose curve; as a rule, active = well fitted curve in the direction sought with a large enough effect; inconclusive = small, poorly fitted or top-dose-only effect, or another doubt; inactive = no such curve, though single readings can be large; an effect the other way counts as inactive or inconclusive.
SMILES,PTAP TSG101 blk,Tb PFK inh,GALK inh,PKM2 act,Menin-MLL TR inh,a7 integrin act,B2AR arrestin,S-ASM inh,FBPA coupling cs,Giardia kill,Chronic BCR inh
COCCCN1CN(Cc2ccccc2)CNC1=S,0.5%,0.3%,-1.1%,-4.8%,0.0%,-43.1%,0.3%,2.4%,1.7,21.8,1.8%
CSc1nsc(SCC(=O)Nc2ccc(Cl)c(C(=O)O)c2)n1,-1.1%,-6.4%,-2.6%,nt,20.8%,-45.1%[inhibitor],0.2%,6.8%,-0.4,-3.6,-0.1%
Cc1ccccc1C(=O)NC1CCN(Cc2nnnn2C2CCCC2)CC1,-11.7%,1.1%,3.4%,-2.3%,14.0%,12.9%,-0.1%,1.1%,4.9,7.1,-3.5%
O=C(Nc1ccc(Br)cc1F)c1sccc1-n1cccc1,-7.5%,-3.8%,0.4%,-3.1%,?,5.5%,-0.9%,-11.1%,-0.1,26.0,?
Nc1nc(N)c(N=Nc2ccc(Cl)cc2)c(=O)[nH]1,0.0%,1.9%,11.0%,1.9%,8.8%,30.8%,0.1%,-0.4%,4.2,-14.9,?
Cc1cc(OCC(=O)OCC(=O)N(C)C2CCS(=O)(=O)C2)ccc1Cl (stereo not drawn),-2.2%,-3.0%,nt,nt,nt,16.1%,-0.3%,-2.2%,nt,2.6,-5.2%
CCn1c(SCc2ccc(C)cc2)nnc1C1CCN(S(=O)(=O)c2ccc(OC)cc2)CC1,0.0%,-7.7%,-3.2%,7.1%,?,18.3%,0.1%,-2.3%,1.3,-4.8,8.8%
COc1cccc(-c2nn(C)c3sc(C(=O)NCc4ccco4)cc23)c1,0.8%,0.1%,1.2%,9.6%,14.2%,11.1%,-0.7%,-14.6%,-0.2,13.9,?
O=C(NCCc1ccccc1)C1CCCN1C(=O)Nc1ccc(F)cc1 (stereo not drawn),1.4%,-7.3%,6.6%,1.2%,2.9%,0.0%,0.4%,1.4%,1.4,2.1,-1.7%
O=C(CCCn1c(=S)[nH]c2ccsc2c1=O)NCc1ccco1,nt,-4.3%,-1.1%,5.0%,11.7%,9.0%,0.0%,-2.1%,-3.0,1.8,1.6%
CC1CCCCC12NC(=O)N(CC(=O)OCc1ccccc1F)C2=O (stereo not drawn),0.4%,-0.5%,nt,nt,nt,21.2%,-0.3%,-1.5%,nt,-17.2,-2.8%
CN(C)c1nc(N)c([N+](=O)[O-])c(N2CCCCCC2)n1,-2.0%,-0.8%,1.8%,nt,-3.4%,26.1%,0.5%,-0.1%,11.0,4.5,-0.9%
CCN1CCN(C(c2cc3cccc(C)c3[nH]c2=O)c2nnnn2Cc2ccccc2)CC1 (stereo not drawn),-4.5%,2.1%,0.1%,-4.7%,-20.6%,-10.3%,3.2%,6.2%,2.9,13.8,-8.3%
CCn1ccnc1CNC(=O)CC1C(=O)NCCN1Cc1ccc(OC)cc1OC (stereo not drawn),-0.3%,7.8%,0.4%,1.6%,nt,-28.6%,-0.4%,3.9%,-7.4,-1.4,2.3%
c1ccc(N2CCN(CC3CCCCC3)CC2)cc1,0.2%,-3.3%,-0.9%,3.1%,-9.1%,23.8%,-0.2%,9.0%,-0.4,-4.9,9.2%
COc1ccc(-c2cc(C(=O)Nc3cc(C)on3)c3ccccc3n2)c(OC)c1,-1.9%,-1.0%,4.7%,-1.2%,nt,24.2%,3.8%,nt,nt,-1.8,?
COc1cc2c(C(=O)N3CCN(c4ccccc4C)CC3)c(C)oc2cc1Br,-7.9%,0.7%,-2.1%,0.8%,-6.7%,-8.4%,-0.6%,-5.8%,1.5,-22.7,0.1%
CC(C)(C)c1ccc(-c2noc(C(=O)NN)n2)cc1,1.7%,1.0%,-0.1%,1.9%,nt,-13.5%,0.2%,-3.8%,3.8,30.8[activator],2.8%
O=[N+]([O-])c1ccc(CS(=O)(=O)c2ncn[nH]2)cc1,-0.4%,4.9%,-2.3%,nt,-4.8%,1.1%,0.3%,-2.4%,-0.6,13.4,2.7%
CC(=O)NCCC1CCN(C(=O)C2CCC(=O)N(C3CCCC3)C2)CC1 (stereo not drawn),-0.7%,-0.6%,1.2%,nt,nt,?,0.1%,3.4%,nt,-13.5,0.5%
COc1ccc(-c2n[nH]c3c2CN(C(=O)c2ccc(F)cc2)CC3)cc1,-1.4%,2.3%,-0.3%,3.4%[0.46 µM],2.3%,-3.7%,0.2%,-2.8%,-0.3,2.5,-0.3%
CCCCC(=O)NC(=S)Nc1nnn(CCC)n1,-0.2%,-3.7%,-0.5%,7.8%,nt,0.5%,?,1.7%,-5.0,2.5,?
O=S(=O)(c1ccc(S(=O)(=O)N2CCCN(Cc3ccccc3)C2)cc1)N1CCCCCC1,-6.2%,2.2%,3.0%,-1.7%,-0.4%,-43.5%,0.2%,-3.0%,2.0,2.8,0.8%
O=C(CNC(=O)c1cccc(OC(F)F)c1)OCC(=O)c1ccccc1,-3.4%,-1.1%,-1.3%,-2.8%,0.7%,23.4%,-0.1%,2.6%,1.5,3.8,2.7%
COc1ccc(NC(=O)c2nn(C34CC5CC(CC(C5)C3)C4)cc2[N+](=O)[O-])cc1,-0.5%,2.0%,0.5%,-4.5%,-1.0%,5.1%,-0.8%,3.1%,1.9,-14.6,4.9%
O=C(c1cc(F)c(F)c(F)c1F)N1CCN(Cc2ccc3c(c2)OCO3)CC1,-3.5%,4.7%,-3.4%,nt,-10.5%,-21.2%,-0.2%,2.5%,1.7,19.6,-4.0%
CC(C)(C)OC(=O)N[C@@H](Cc1ccccc1)c1nnc(SCC(=O)c2ccc(Cl)cc2)o1,nt,1.4%,0.7%,-6.8%,-3.4%,-12.0%,-0.4%,0.4%,2.2,2.9,8.4%
CCOC(=O)C1=C(C)NC(C)=C(C(=O)OCC)C1C(=O)OCC(=O)NC(C)c1ccccc1 (stereo not drawn),-1.6%,0.0%,nt,nt,nt,2.6%,0.0%,144.7%[activator],nt,-9.5,?
CN=C(Nc1ccc(C(=O)OC)s1)c1ccccc1,0.0%,-0.6%,-0.8%,-0.4%,3.4%,-13.0%,0.3%,7.9%,0.0,0.1,-10.0%
CCCCNC(=O)c1c(C)cc(=O)oc1C,-6.3%,4.0%,0.6%,4.7%,-1.6%,-12.1%,-0.3%,1.6%,-0.3,-5.0,0.8%
O=C(Cc1cccs1)Nc1ccon1,-2.0%,0.3%,-0.6%,3.6%,-0.9%,-39.5%,-0.9%,4.9%,-2.2,9.7,-0.2%
COC(=O)Cc1c(C(=O)OC)nnn1-c1cccc(C(F)(F)F)c1,2.6%,-0.5%,9.5%,3.1%,?,4.3%,0.1%,8.1%,4.7,7.2,-2.5%
COc1cccc(NC(=O)c2ccccc2C(F)(F)F)c1,-0.4%,3.1%,0.9%,-1.9%,19.0%,0.0%,0.0%,-0.9%,-0.4,5.2,-13.8%
CC(=O)c1ccc2c(ccc3ccccc32)c1,-7.5%,2.9%,-2.0%,0.1%,-16.6%,-5.1%,0.0%,-6.8%,-15.1,-3.6,?
COc1cccc2c1cc1c(=O)n(CC(=O)N3CCCCCC3)nc(C)n12,-0.2%,-1.5%,4.9%,nt,nt,2.0%,-0.4%,4.0%,nt,11.7,-8.9%
CCOc1cc(/C=N/NC(=O)C(=O)NCc2ccc3c(c2)OCO3)ccc1OCC(=O)N1CCOCC1,-1.8%,-1.2%,8.1%,-2.6%,14.4%,0.2%,0.5%,2.7%,-3.0,3.3,-1.3%
COC(=O)c1ccc(-n2nnnc2SCC(=O)Nc2cc(OC)ccc2OC)cc1,-10.6%,-2.5%,1.3%,0.1%,6.7%,-11.7%,-0.8%,-0.2%,0.1,-6.6,-2.2%
Cn1ncnc1SCc1cn2cccnc2n1,1.8%,0.6%,0.5%,1.9%,2.8%,10.8%,-1.1%,34.1%[activator],0.1,2.6,1.0%

# Bioassay records as filed in PubChem BioAssay.

# This is a subset; rates above refer to the full screens.
